Compound activity as filed in PubChem BioAssay.
TNAP act hi DEA – TNAP activators at high phosphate acceptor level, primary screen, biochemical, luminescence, uHTS; Alkaline phosphatase, tissue-nonspecific isozyme (Homo sapiens), P05186; purified TNAP, CDP-star luminescence, 1 M DEA, 30 min; hits give high values; 0 = EDTA background, 1 = DMSO-only activity; activation factor at 20 µM; 200,000 tested, under 10 active;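 active = activation factor at least 2 at 20 µM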
Target sequence (P05186 whole entry, looked up): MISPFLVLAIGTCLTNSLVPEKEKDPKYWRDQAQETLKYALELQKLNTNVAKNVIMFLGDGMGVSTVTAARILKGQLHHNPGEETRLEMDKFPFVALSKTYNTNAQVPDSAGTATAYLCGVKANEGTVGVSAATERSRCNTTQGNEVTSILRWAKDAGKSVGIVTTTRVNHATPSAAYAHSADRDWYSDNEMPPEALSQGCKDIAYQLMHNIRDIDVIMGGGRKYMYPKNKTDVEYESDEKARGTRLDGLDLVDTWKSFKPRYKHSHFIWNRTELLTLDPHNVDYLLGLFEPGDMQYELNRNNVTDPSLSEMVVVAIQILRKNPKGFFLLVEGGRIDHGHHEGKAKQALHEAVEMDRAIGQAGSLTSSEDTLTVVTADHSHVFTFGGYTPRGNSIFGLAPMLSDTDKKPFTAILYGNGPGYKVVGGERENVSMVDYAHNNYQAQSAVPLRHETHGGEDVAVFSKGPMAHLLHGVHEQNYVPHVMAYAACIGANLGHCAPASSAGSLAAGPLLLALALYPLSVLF
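system = human TNAP | amount = enzyme diluted 1/800 final | reagent = 100 µM CDP-star substrate | signal = luminescent substrate turnover signal | dosing = one dose, 20 µM | benchmarks = EDTA negative control, DMSO positive control | measure = activation factor | timing = 30 min reaction, room temperature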
bIAP act – bovine intestinal alkaline phosphatase activators, primary screen, biochemical, bovine IAP, CDP-star luminescence; purified bovine IAP, 30 min; hits give high values; fold of DMSO-control signal, blank-subtracted; activation factor at 20 µM; hit rate 0.17% among 200,000; AID 1016, 2008;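 active = activation factor of 2 or more at 20 µM, a signal rise over negative controls twice the positive control's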
RAM network inh – inhibitors of the yeast RAM network, primary screen, dse1pr::URA3 reporter, 5-FOA selection; S. cerevisiae dse1pr::URA3 reporter, 5-FOA growth OD615, 2 d; analog-sensitive cbk1-as2 kinase mutant strain; hit rate 1.8% among 190,000; AID 868, 2007; inhibition, % at 50 µM;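 active = inhibition above a set limit, 3 SD over mean compound inhibition, cut at about 8.4% in these data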;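 also: 0% = DMSO-only wells with no growth and 100% = 10 µM 1-NA-PP1 full growth; inhibition rescues growth on 5-FOA so higher OD means more RAM inhibition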
FLuc act counter – FLuc activators, initial screening, artefact control for FLuc-dependent activation tests, biochemical, ATPlite luminescence. Luciferin 4-monooxygenase (Photinus pyralis), P08659. ATPlite luciferase biochemical, 10 min; 0 = ATP-free wells, 1 = DMSO control. activation factor at 10 µM. 200,000 tested, under 10 active. AID 1027, 2008;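 active = luciferase activation factor, scaled between plate controls, of at least 2 with compound at 10 µM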
Target sequence (P08659 whole entry, looked up): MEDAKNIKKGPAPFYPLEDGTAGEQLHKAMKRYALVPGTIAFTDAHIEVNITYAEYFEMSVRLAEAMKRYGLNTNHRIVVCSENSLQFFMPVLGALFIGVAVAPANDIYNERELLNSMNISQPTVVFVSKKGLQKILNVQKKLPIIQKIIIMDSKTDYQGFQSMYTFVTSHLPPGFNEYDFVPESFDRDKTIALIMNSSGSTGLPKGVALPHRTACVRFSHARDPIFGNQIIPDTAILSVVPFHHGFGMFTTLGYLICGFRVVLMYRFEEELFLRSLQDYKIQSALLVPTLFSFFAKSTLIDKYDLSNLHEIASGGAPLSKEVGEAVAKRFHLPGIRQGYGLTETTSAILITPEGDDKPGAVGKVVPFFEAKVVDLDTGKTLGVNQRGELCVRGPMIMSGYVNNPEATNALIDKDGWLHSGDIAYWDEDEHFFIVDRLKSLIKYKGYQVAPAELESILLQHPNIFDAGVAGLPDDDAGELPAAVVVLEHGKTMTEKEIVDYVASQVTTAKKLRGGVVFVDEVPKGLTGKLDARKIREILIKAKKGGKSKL
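test system = cell-free luciferase reagent | medium = PBS as buffer for the ATP substrate | dosing = test compounds dosed from 2 mM stocks in 100% DMSO | incubation = 10 min at ambient temperature | detection = luminescence measurement of luciferase light output | benchmarks = low control with PBS replacing ATP, high control enzyme plus ATP without compound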
TNAP inh no acc – human TNAP enzyme inhibitors, primary screen, biochemical, luminescent, no phosphate acceptor, uHTS; purified TNAP, CDP-star luminescence, 30 min; hit rate 0.26% among 200,000; inhibition, % at 20 µM; Alkaline phosphatase, tissue-nonspecific isozyme (Homo sapiens), P05186;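 active = tissue-nonspecific alkaline phosphatase inhibition above about 50% at 20 µM in the single-dose screen, limit read from the data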;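 also: 0% = DMSO negative control and 100% = EDTA positive control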
L major viab – Leishmania major promastigote growth inhibition, primary screen | Leishmania major promastigotes, resazurin fluorescence viability | inhibition, % at 10 µM | hit rate 9% among 200,000 | AID 1063, 2008; in the data active = inhibition above about 50%;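 also: promastigotes grown with compound for 44 hours at 28 °C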
bIAP inh – bovine intestinal alkaline phosphatase inhibitors, primary screen, selectivity assay for TNAP inhibitor project, biochemical, bovine IAP, CDP-star luminescence | purified bovine IAP, 30 min | alkaline phosphatase, intestinal [Bos taurus] | inhibition, % at 20 µM | 190,000 tested, under 10 active | AID 1019, 2008;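 active = over 50% inhibition of intestinal alkaline phosphatase at 20 µM in the single-dose screen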
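Assay system: bovine IAP enzyme; medium: DEA buffer 100 mM, pH 9.8, with MgCl2 1.0 mM, ZnCl2 0.02 mM; doses: 20 µM single dose; incubation: enzyme reaction for 30 min at room temperature; detection: CDP-star luminescence signal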
TNAP inh hiacc – human TNAP enzyme inhibitors, primary screen, biochemical, luminescent, high phosphate acceptor level, uHTS; Alkaline phosphatase, tissue-nonspecific isozyme (Homo sapiens), P05186; purified TNAP, CDP-star luminescence, 1 M DEA; inhibition, % at 20 µM; hit rate 0.03% among 200,000;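 active = over 50% inhibition of tissue-nonspecific alkaline phosphatase at 20 µM in the single-dose screen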;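 also: plate controls were DMSO wells for no effect and EDTA-quenched wells as full inhibition for full effect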
APP transl inh – inhibitors of APP translation via 5'UTR reporter, primary screen, APP 5'UTR luciferase, SH-SY5Y cells | inhibition, % at 2 µM | AID 1285, 2008 | hit rate 0.82% among 190,000 | SH-SY5Y APP 5'UTR-luciferase reporter, luminescence;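 active = inhibition above a set limit, derived from the sample mean plus 3 SD, cut at about 45% in these data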; also: values of inactives mirror those of a sister screen read the other way
FLuc inhib CS – firefly luciferase enzyme inhibitors, primary screen, artefact control for luciferase-based inhibitor screens, biochemical, luminescence, ATPLite; Luciferin 4-monooxygenase (Photinus pyralis), P08659; 10 min; inhibition, % at 10 µM; hit rate 1.5% among 200,000;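 active = inhibition above about 50% when tested at 10 µM, limit read from the data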
Active calls of the source: *; nt = no result given. Compounds were not picked by outcome, and some 13% of all compounds hit somewhere here.

SMILES	TNAP act hi DEA	bIAP act	RAM network inh	FLuc act counter	TNAP inh no acc	L major viab	bIAP inh	TNAP inh hiacc	APP transl inh	FLuc inhib CS
CC(C)Cn1nc(NC(=O)C(C)(C)C)c2cc3ccccc3nc21	1.1	1	1.1	1	-20	20	1	-11	3	-5
c1ccc(-c2csc3ncnc(N4CCOCC4)c23)cc1	1	1	1.2	1	-11	15	1	-3	-4	2
CN(CCc1ccccn1)C(=O)Nc1ccc(F)cc1	1.1	0.9	2.7	1	-14	-3	8	-6	-5	-2
Cc1noc(C)c1COc1cccc(C(=O)OCC(=O)N2CC(=O)Nc3ccccc32)c1	1	1	4.6	1	-3	2	-3	0	93*	-4
COc1ccc(NC(=O)CSc2ccccc2)cn1	1	1	2.6	1	5	-11	-1	0	-18	1
N#CC1=C(N)Oc2ccc3ccc(O)cc3c2C1c1cccnc1 (stereo not given)	1.1	0.9	-0.1	1.1	-12	2	11	-6	-5	-6
CSc1cccc(NC(=S)N2CCCN(Cc3ccccc3F)C2)c1	1.1	1	-0.5	1.1	-8	76*	3	-7	-1	-10
COCc1cc(C)nc2sc3c(=O)n(-c4cccc5ccccc45)nnc3c12	0.9	1.1	3.1	1	-2	15	-6	8	6	-4
COC(=O)c1ccccc1NC(=O)CN1C(=O)C2CCCN2c2ncc(Cl)cc21 (stereo not given)	1	1.1	2.6	1	-6	24	-6	1	8	1
CC1=C(C(=O)N2CCOCC2)C(c2cc(C)cs2)NC(=O)N1 (stereo not given)	1	1	1.1	1	-8	-2	0	-2	12	1
CSc1nc2ccccc2n1CC(=O)Nc1c(C)cccc1C	1.1	0.3	0.4	1	-8	-2	nt	-6	0	-1
COc1ccc(-c2nnc(SCc3cc(C)ccc3C)n2N)cc1	1	1	1.6	1.1	-10	13	-4	-4	-6	-9
COCCNC(=S)Nc1ccc(S(=O)(=O)Nc2ncccn2)cc1	1	1.1	0.3	0.9	-2	2	-9	0	-5	6
CN=C1SC(CC(=O)Nc2sc(C)c(C)c2C(=O)OC)C(=O)N1C (stereo not given)	1	0.9	-0.5	1	-8	16	10	-2	-6	-2
CC(=O)Nc1ccc(S(=O)(=O)N2CCSC2c2ccc(Cl)cc2)cc1 (stereo not given)	1.1	0.9	2.6	1	-17	6	10	-7	-2	-4
NC(=O)C1CCN(C(=O)COc2ccc3ccccc3c2)CC1	1	1	1.5	1	-9	-5	4	-1	20	-3
CCOc1ccc(NC(=O)CSc2nccn2C)cc1	1	0.9	0.6	0.9	-6	0	5	0	-46	10
O=C(N/N=C\c1cccc(Cl)c1)c1ccc(Cn2cccn2)o1	1	1	0.6	0.9	0	2	-1	0	-3	8
O=C(CCOc1ccccc1)NCc1ccccc1	1	1	1.5	1.1	-13	-3	4	-2	-8	-8
CC(=O)c1cccc(NC(=O)Cc2cccs2)c1	1.1	0.9	-0.5	1	-17	-5	13	-5	9	-2
CCOc1ccccc1C(=O)N1CCN(c2cccc(Cl)c2)CC1	1.1	1	1.6	1.1	-14	6	1	-6	94*	-6
CC(=O)Nc1ccc(NC(=O)C2CCC(CNS(=O)(=O)c3cccc4nsnc34)CC2)cc1 (stereo not given)	1.1	1.1	2.2	1	-4	-2	-9	-5	-22	1
Cc1ccccc1NC(=S)N1CCC(NC(=O)c2ccco2)CC1	1.1	0.8	0.8	1.1	-16	-1	25	-7	5	-6
Cc1ccc2cccc(NC(=S)NC(=O)c3ccnn3C)c2n1	1	1.2	2.6	1.1	-4	0	-18	1	-2	-5
Cc1ccc2nc(-c3ccccn3)cc(C(=O)Nc3ccc4c(c3)OCO4)c2c1	1.1	1.2	1.1	1	-5	-5	-15	-6	3	-2

Ordered by the number under RAM network inh (lowest first): 3 of the compounds above.
structure,RAM network inh
CCOc1ccc(NC(=O)CSc2nccn2C)cc1,0.6
CC1=C(C(=O)N2CCOCC2)C(c2cc(C)cs2)NC(=O)N1 (stereo not given),1.1
Cc1ccc2cccc(NC(=S)NC(=O)c3ccnn3C)c2n1,2.6

Further compounds.
SMILES	TNAP act hi DEA	bIAP act	RAM network inh	FLuc act counter	TNAP inh no acc	L major viab	bIAP inh	TNAP inh hiacc	APP transl inh	FLuc inhib CS
CCCCNCc1ccc(SC)cc1	1.1	0.9	-0.4	1.1	-13	76*	12	-9	-11	-8
O=C(Nc1ccc2[nH]c3c(c2c1)CCCC3)c1ccco1	1	1	-0.3	1	-14	22	0	-4	-16	1
COc1cc(NC(=O)CSc2nnnn2-c2ccccc2)cc(OC)c1OC	1	0.9	5.3	1.1	-15	-3	11	-4	-23	-7
COc1cc2c(=O)n(CCC(=O)NCC3CCCO3)c(=O)n(CC(=O)c3ccc(Cl)cc3)c2cc1OC (stereo not given)	1	1	0.8	1	-7	5	-3	-3	-13	-4
O=C(NP(=O)(N1CCCC1)N1CCCC1)C1=C(N2CCOCC2)/C(=C/c2cccc([N+](=O)[O-])c2)CC1	1	1.1	1.5	1.1	0	-2	-8	-5	-2	-8
C=CCNC(=O)/C(C#N)=C\c1cc(Cl)c(OCC)c(OC)c1	1	0.8	2.8	1	-9	85*	23	2	-7	-3
Cc1ccc(NC(=O)N2CCCC2C(=O)NCC2CCCO2)cc1 (stereo not given)	1.1	1	1.6	1	-4	-5	2	-6	11	-3
Cc1cccc(C)c1NC(=S)N(CCc1ccncc1)C(C)C	1	1.2	2.1	1	-10	-2	-16	-3	-8	-1
O=c1oc2ccccc2c(Cl)c1CN1CCCCC1	1.1	1	2.2	1	-10	14	0	-8	-6	-4
CC(CCc1ccccc1)NC(=O)CN1CCSc2ccccc21 (stereo not given)	1	1.1	3.7	1	2	16	-10	0	-20	2
O=C(O)c1ccc(C(=O)c2ccc3c(c2)C(=O)N(CC2CCCO2)C3=O)cc1 (stereo not given)	1	1	3.3	1	-5	-6	1	0	7	-5
O=C(CSc1ccc2ccccc2c1Br)Nc1cccc(S(=O)(=O)NC2=NCCCCC2)c1	1	0.5	7.3	1	-13	47	nt	-3	0	-3
COc1nc(NC(C)(C)C)nc(Oc2ccc(=O)n(C)n2)n1	1	1	1.0	1	-13	-6	-1	-1	0	1
O=C(CCCCn1c(=O)c2ccccc2n(Cc2ccc(Cl)cc2)c1=O)NCc1ccco1	1	0.9	5.6	1	-5	-3	6	2	-16	-3
CCNC(=O)CSc1nc2cc(OC)c(OC)cc2c(=O)n1CCC1=CCCCC1	1.1	1.1	nt	1	-8	nt	-14	-6	nt	0
COc1ccc(S(=O)(=O)NCc2ccc(C(=O)O)cc2)cc1	1	0.9	2.4	1	-6	-3	6	-3	-2	0
CC[C@H](C)NC(=O)c1ccc(Cn2c(=S)[nH]c3c([nH]c4ccc(OC)cc43)c2=O)cc1	1	1	8.1	1	0	-2	1	2	-12	2
CCCn1c(CN(Cc2ccccc2)Cc2ccccc2)nc2c1c(=O)n(C)c(=O)n2C	1	1	1.3	1	-5	8	-1	-4	-10	-5
O=c1[nH]c(=O)n(C2CCCO2)cc1F (stereo not given)	1	0.8	0.0	1.1	-14	-2	17	-5	-7	-6
CCCNS(=O)(=O)c1ccc(OCC(=O)Nc2ccc3c(c2)OCCO3)cc1	1	0.8	1.9	1	-8	9	18	1	21	-2
COc1ccccc1Cn1c(SCC(N)=O)nc2c(oc3ccccc32)c1=O	1	1	2.6	1	-19	18	5	-3	1	-3
CCC1CCCCN1C(=S)NCc1ccccc1 (stereo not given)	1	1.1	-0.1	1	-16	-6	-11	-1	-16	-4
Cc1ccc(C2=Nc3ccccc3N=C(c3ccc([N+](=O)[O-])cc3)C2)c(O)c1	0.9	1.5	3.0	1	0	0	-53	10	-28	4
CCCCOCC(O)Cn1c(C)nc2ccccc21 (stereo not given)	1	1	0.4	1	-13	3	3	-4	-8	-5
CCOc1ccc2nc(SC3CC(=O)N(c4ccc(OC)cc4)C3=O)sc2c1 (stereo not given)	1	0.9	2.9	1	-9	-2	7	-2	-24	-2

Exported with bars between the fields: entries from further up
SMILES | TNAP act hi DEA | bIAP act | RAM network inh | FLuc act counter | TNAP inh no acc | L major viab | bIAP inh | TNAP inh hiacc | APP transl inh | FLuc inhib CS
Cc1ccc(NC(=O)N2CCCC2C(=O)NCC2CCCO2)cc1 (stereo not given) | 1.1 | 1 | 1.6 | 1 | -4 | -5 | 2 | -6 | 11 | -3
Cc1cccc(C)c1NC(=S)N(CCc1ccncc1)C(C)C | 1 | 1.2 | 2.1 | 1 | -10 | -2 | -16 | -3 | -8 | -1
O=C(CCCCn1c(=O)c2ccccc2n(Cc2ccc(Cl)cc2)c1=O)NCc1ccco1 | 1 | 0.9 | 5.6 | 1 | -5 | -3 | 6 | 2 | -16 | -3
O=C(O)c1ccc(C(=O)c2ccc3c(c2)C(=O)N(CC2CCCO2)C3=O)cc1 (stereo not given) | 1 | 1 | 3.3 | 1 | -5 | -6 | 1 | 0 | 7 | -5

Next entries follow:
SMILES	TNAP act hi DEA	bIAP act	RAM network inh	FLuc act counter	TNAP inh no acc	L major viab	bIAP inh	TNAP inh hiacc	APP transl inh	FLuc inhib CS
Cn1nc(C(=O)NCc2ccccc2)c2ccccc2c1=O	1	1	1.6	1	-7	-6	4	0	-13	-3
COc1ccc(NC(=S)NN2CCOCC2)cc1OC	1	0.9	0.0	1	-16	-3	7	-4	-26	-1
CN1CCN(C(=O)/C(=C/c2cccs2)NC(=O)c2cccs2)CC1	1	1.2	2.9	1	-5	-3	-17	-4	-2	-1
CSc1nc(C2CC2)cc(-c2cccs2)c1C#N	1	0.9	6.1	1	-8	5	15	-2	-9	-3
CC(C)(C)SCCNS(=O)(=O)c1ccc2ccccc2c1	1	0.1	1.4	1	-2	1	nt	3	10	0
COCCCn1c(CCC(=O)O)ccc1-c1cccs1	1	0.9	1.6	1	-3	-5	8	3	14	1
N#C/C(=C\c1ccncc1)C(N)=O	1.1	1	1.3	1.1	-18	-3	-3	-6	5	-6
